Source: PubChem BioAssay
ERAP1 inh: ERAP1 (human) enzyme inhibition | Q9NZ08 | recombinant ERAP1, Leu-AMC fluorescence, 60 min | inhibition, % at 10.7 µM | 340,000 compounds, 0.15% hits | AID 652197;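 active = mean replicate inhibition of at least 30%, or all replicates individually reaching that 30% level; inactive = mean below 30% and not every replicate reaching it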;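 note: 0% = neutral control wells and 100% = L-leucinethiol positive control wells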
ERp5 inh: inhibitors of human ERp5 | 350,000 compounds, 0.05% hits | AID 651711 | inhibition, % at 9.99 µM | ERp5 insulin aggregation, absorbance 650 nm, 90 min;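 active = mean replicate inhibition above about 25%, with every replicate also reaching it, limit read from the data, passing the limit was not always enough; inconclusive = only one of those two criteria met; inactive = neither criterion met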
Target sequence (Q15084 whole entry, looked up): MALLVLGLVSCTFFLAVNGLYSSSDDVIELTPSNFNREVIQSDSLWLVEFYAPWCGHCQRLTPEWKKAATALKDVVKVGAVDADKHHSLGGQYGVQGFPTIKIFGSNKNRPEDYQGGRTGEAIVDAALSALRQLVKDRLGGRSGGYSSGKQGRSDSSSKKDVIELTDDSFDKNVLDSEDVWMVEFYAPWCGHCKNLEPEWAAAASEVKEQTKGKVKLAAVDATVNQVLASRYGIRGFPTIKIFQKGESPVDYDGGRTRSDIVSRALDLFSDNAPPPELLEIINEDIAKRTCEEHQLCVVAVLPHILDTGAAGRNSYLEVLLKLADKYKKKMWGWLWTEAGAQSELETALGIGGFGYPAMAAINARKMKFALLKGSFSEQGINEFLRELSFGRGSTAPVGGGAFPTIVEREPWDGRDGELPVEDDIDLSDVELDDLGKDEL
miR-122 sensor: inhibitors of miR-122 in Huh7 cells; Huh7 miR-122 Renilla luciferase sensor, 48 h; neutral wells = 0, positive control = 100; activation (reporter increase), % at 12.5 µM; 340,000 compounds, 0.3% hits;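 active = mean replicate activation score at least 90 and every replicate individually at or above 90; inconclusive = only one of the two criteria met; inactive = neither criterion met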;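 note: higher luciferase means less miR-122 activity so hits act as miR-122 inhibitors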
Casp6 inh: blocks human caspase-6 cleavage activity | P55212 | purified caspase-6, Z-VEID-R110 cleavage fluorescence | inhibition, % at 12.5 µM | 350,000 compounds, 0.53% hits | AID 686996;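 active = mean inhibition across replicates at least about 35%, with every replicate also reaching that limit, limit read from the data; inconclusive = only one of the two criteria met; inactive = neither criterion met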;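 note: 0% = median of neutral control wells and 100% = no fluorescence left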
Target sequence (P55212 24-179 limits assumed): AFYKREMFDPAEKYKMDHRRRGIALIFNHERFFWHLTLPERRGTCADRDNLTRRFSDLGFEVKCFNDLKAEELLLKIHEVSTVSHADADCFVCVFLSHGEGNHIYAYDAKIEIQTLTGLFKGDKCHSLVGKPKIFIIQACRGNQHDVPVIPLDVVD
Target sequence (P55212 194-293 limits assumed): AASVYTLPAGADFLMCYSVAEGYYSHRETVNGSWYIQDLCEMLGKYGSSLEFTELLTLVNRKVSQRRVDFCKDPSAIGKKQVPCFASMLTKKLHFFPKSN
DENV2 CPE: protects cells from dengue virus 2 cytopathic effect; CPE inhibition, % at 9.99 µM; DENV2-infected cells, cytopathic effect rescue, plate reader; 350,000 compounds, 1.7% hits; in the data active = CPE inhibition above about 20%, passing the limit was not always enough; inconclusive = no clear call, values can overlap the other calls; tested in BHK-21 cells;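 note: 0% = median of neutral control wells and 100% = median of positive control wells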
CFTR F508del cor: CFTR F508del correction in bronchial cells. CFBE cells, YFP halide quenching; stimulated with forskolin plus potentiator P3; % fluorescence drop versus neutral controls. activity (quench increase), % at 7.58 µM. 350,000 compounds, 0.36% hits. AID 720511;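 active = mean added fluorescence quench of at least 8% versus neutral control, with both replicates also reaching 8%; inconclusive = only one of the mean or replicate conditions met; inactive = mean below 8% and not both replicates reaching 8%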;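 note: cells transiently co-express mutant CFTR-F508del with the halide-sensitive YFP; corrector assay measuring rescue of mutant channel to the surface after 24 h compound exposure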
SIRT5 block: inhibitors of human sirtuin-5 desuccinylase. Q9NXA8. inhibition, % at 15 µM. Purified SirT5, succinyl-peptide AMC, trypsin-coupled fluorescence. 330,000 compounds, 1.1% hits; in the data active = inhibition above about 15%; inconclusive = no clear call, values can overlap the other calls
Target sequence (Q9NXA8 whole entry, looked up): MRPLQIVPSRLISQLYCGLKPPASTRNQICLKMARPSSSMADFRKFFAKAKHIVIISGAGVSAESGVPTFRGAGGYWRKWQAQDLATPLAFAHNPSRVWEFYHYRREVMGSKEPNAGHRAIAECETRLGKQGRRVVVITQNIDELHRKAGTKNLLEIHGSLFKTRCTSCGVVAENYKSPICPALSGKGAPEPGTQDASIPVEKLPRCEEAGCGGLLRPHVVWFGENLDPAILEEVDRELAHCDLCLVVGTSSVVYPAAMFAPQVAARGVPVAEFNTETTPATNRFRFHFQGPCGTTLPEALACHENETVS
Active calls of the source: *; ? = inconclusive; / = no result given; [ ] = another dose, or the depositor's remark.

1. CCOC(=O)C1CCN(C(=O)C(CCSC)NC(=O)c2ccccc2OC)CC1 (stereo not given)
2. CN(C)CCCC[C@@H]1NC(=O)[C@H]2C[C@@H](C(=O)NCc3ccc(F)cc3)[C@@H](c3ccc(O)cc3)N2C1=O
3. O=C(Nc1ccc(NC(=O)c2cccs2)cc1)c1ccccc1
4. Cc1c(C(=O)NCC(C)C)sc2nc(-c3ccc(F)cc3)cn12
5. Cc1ccc(C(=O)NCC(=O)OC(C)C(=O)NC2CCCCC2C)cc1C (stereo not given)
6. O=C(NCCc1ccccn1)c1cc2ccccc2o1
7. Nc1[nH]c(C(=O)c2ccccc2)c(-c2ccncc2)c1C(=O)NCCc1c[nH]c2ccccc12
8. Cc1[nH]ncc1-c1ccccc1Cl
9. COc1ccc(NC(=O)/C(C#N)=C\c2ccc(OCc3ccc(C(=O)O)cc3)c(OC)c2)cc1
10. Nc1nc2ncc(C(=O)c3cc(F)ccc3O)cc2s1

screen / no.	1	2	3	4	5	6	7	8	9	10
ERAP1 inh	-3.2	2.4	1.2	0.3	-7.7	-1.1	-2.9	0.9	6.5	-0.7
ERp5 inh	-9.5	-2.7	1.3	4.3	0.7	3.9	3.1	-1.1	-4.8	-3.1
miR-122 sensor	0.8	/	-3.4	4.1	/	/	/	-8.4	/	-0.6
Casp6 inh	-2.3	0.3	1.4	-1.0	0.2	0.9	0.8	-2.1	7.5	-1.5
DENV2 CPE	10.7	-4.4	-6.2	17.6	?	-2.0	-1.1	2.8	2.8	7.1
CFTR F508del cor	-0.3	-1.2	-1.4	2.0	-1.1	1.6	0.6	-1.4	/	2.9
SIRT5 block	-5.0	-3.1	-1.9	-2.3	0.2	-3.2	0.5	-6.2	-3.9	-2.2

11. O=C(COC(=O)/C=C/c1ccc(C(F)(F)F)cc1)NCC1CCCO1 (stereo not given)
12. O=c1n(-c2ccccc2)c(=O)n2n1CC(COc1ccccc1)=C1[C@@H](CCc3ccccc3)OB(O)C[C@@H]12
13. COC(=O)c1c(C)oc(C)c1S(=O)(=O)NCc1ccc(Cl)cc1
14. C[C@@H]1CCCCO[C@@H](CN(C)C(=O)CCC(F)(F)F)[C@@H](C)CN([C@H](C)CO)C(=O)c2cc(NC(=O)CCCCCC(=O)Nc3ccccc3N)ccc2O1
15. O=C(Nc1ccc2ccccc2c1)c1ccccc1F
16. CCCN(C)C[C@H]1OCc2cn(nn2)CCCC(=O)N([C@@H](C)CO)C[C@H]1C
17. COc1ccccc1N1CCN(C(=O)c2cccc(N3C(=O)NC4CC3(C)Oc3c(OC)cccc34)c2)CC1 (stereo not given)
18. Cc1ccc(C(=O)N2CCC(N3CCC(C(=O)N4CCOCC4)CC3)CC2)cc1C
19. C[C@@H]1CN([C@@H](C)CO)C(=O)Cc2cc(NC(=O)CCC(F)(F)F)ccc2O[C@H]1CN(C)C(=O)Nc1ccc(C(F)(F)F)cc1
20. COc1ccc(CCN2C(=O)CSC2c2ccc(F)cc2)cc1 (stereo not given)

screen / no.	11	12	13	14	15	16	17	18	19	20
ERAP1 inh	-1.8	2.2	1.3	/	-0.2	-0.1	-1.8	-0.2	/	1.8
ERp5 inh	-5.5	2.6	-0.1	/	-0.6	17.7	4.8	1.9	/	-0.5
miR-122 sensor	-2.4	/	/	3.3[16.7 µM]	2.0	-4.2[16.7 µM]	/	-8.3	6.8[16.7 µM]	0.3
Casp6 inh	-0.3	1.3	-0.4	/	0.7	-0.3	-0.6	-3.1	/	1.0
DENV2 CPE	-11.2	-2.3	-2.1	-16.4	17.6	2.7	5.8	-4.2	9.1	-8.3
CFTR F508del cor	4.8	-2.5	0.7	2.8	-3.2	1.8	0.7	-2.5	-1.0	-3.2
SIRT5 block	-4.5	5.4	-3.9	/	8.8	-2.2	-1.0	-4.4	/	-3.9

21. CC(C)C[C@H]1CNC(=S)N1CC1CCN(CCCCc2ccccc2)CC1
22. O=C(C[C@H]1CC[C@H]2[C@@H](COC[C@H](O)CN2Cc2cccc(C(F)(F)F)c2)O1)NCc1ccc(F)cc1
23. CCCCNC(=O)C1CCC(CNS(=O)(=O)c2ccc(C)cc2)CC1 (stereo not given)
24. O=C1C(=O)N(CCS(=O)(=O)c2ccccc2)c2ccccc21
25. Cc1ccc(S(=O)(=O)N(C)C[C@@H]2Oc3c(NC(=O)Nc4ccc(C(F)(F)F)cc4)cccc3C(=O)N([C@@H](C)CO)C[C@@H]2C)cc1
26. Nc1c(-c2cccc(Cl)c2)cnn1-c1ccccc1
27. COCCN(C(=O)COC(=O)c1ccc(C=O)cc1)c1c(N)n(Cc2ccccc2)c(=O)[nH]c1=O
28. Cc1cc(Cl)ccc1NNC(=O)c1c(C)noc1C
29. O=C(Nc1cccc(Cl)c1)NC1CC2CCC1C2 (stereo not given)
30. Cc1cc(C(=O)Nc2cccc3c2O[C@H](CN(C)Cc2ccc(Cl)c(Cl)c2)[C@H](C)CN([C@H](C)CO)C3=O)n(C)n1

screen / no.	21	22	23	24	25	26	27	28	29	30
ERAP1 inh	/	1.7	-1.9	1.0	1.7	-0.1	-1.7	/	-5.1	3.7
ERp5 inh	6.4	3.8	-3.9	1.1	1.3	-5.3	2.0	1.3	7.2	3.6
miR-122 sensor	-4.7	-4.0[16.7 µM]	/	-7.0	-7.3[16.7 µM]	-0.5	2.5	-0.3	/	-0.9[16.7 µM]
Casp6 inh	-11.4	-0.9	0.4	6.8	-0.9	0.2	3.7	16.5	1.2	-1.7
DENV2 CPE	-4.3	-2.2	-3.3	-0.4	0.9	1.9	-0.1	3.5	-0.3	4.3
CFTR F508del cor	-1.4	-2.1	-3.7	-1.0	-2.8	-2.6	-1.9	0.9	-1.8	-1.4
SIRT5 block	/	1.9	-1.9	2.9	-3.5	0.3	2.7	-0.8	-3.1	0.2

Ordered by the number under miR-122 sensor (ascending): three of the compounds above
cpd | molecule | miR-122 sensor
24 | O=C1C(=O)N(CCS(=O)(=O)c2ccccc2)c2ccccc21 | -7.0
26 | Nc1c(-c2cccc(Cl)c2)cnn1-c1ccccc1 | -0.5
28 | Cc1cc(Cl)ccc1NNC(=O)c1c(C)noc1C | -0.3

More records.
31. COc1ccc(NC(=O)CCc2ccc(OC)c(OC)c2)cn1
32. CCCCN(C)C(=O)c1cn(C)c2ccc(S(=O)(=O)N(C)C)cc2c1=O
33. C[C@H]1CCCCO[C@H](CN(C)C(=O)NC2CCCCC2)[C@@H](C)CN([C@@H](C)CO)C(=O)c2cc(NS(=O)(=O)c3cccs3)ccc2O1
34. CC1=Nc2cc(C(=O)NCCN3CCOCC3)ccc2Sc2c(C)ccc(C)c21
35. CCS(=O)(=O)N1CC(=O)N2[C@H](CO)[C@@H](c3ccc(-c4ccc(C)cc4)cc3)[C@@H]2C1
36. O=C(Cc1cccc(C(F)(F)F)c1)Nc1ccccc1N1CCCC1
37. O=C(NC(=S)Nc1ccccc1Cl)c1cncc(C#Cc2ccccc2)c1
38. NC(=O)COC(=O)c1sc2cc(F)ccc2c1Cl
39. COCCN(C[C@@H]1N[C@@H](CO)[C@H]1c1ccc(-c2cccnc2)cc1)C(C)=O
40. CSCC[C@H](NC(=O)[C@H]1N2C(=O)c3ccccc3C2SC1(C)C)C(=O)NCc1ccncc1 (stereo not given in full)

screen / no.	31	32	33	34	35	36	37	38	39	40
ERAP1 inh	-1.2	-2.7	1.9	-1.7	1.6	1.0	-3.4	1.0	-1.1	-6.5
ERp5 inh	1.6	2.2	-4.5	10.7	2.7	-4.7	1.5	-3.5	0.0	3.9
miR-122 sensor	-2.9	-0.8	9.0[16.7 µM]	-3.4	/	1.1	4.4	-3.4	-24.3[16.7 µM]	6.0
Casp6 inh	3.9	0.6	3.9	-3.4	-0.3	0.4	1.3	/	-1.6	-4.0
DENV2 CPE	0.4	?	6.6	?	-13.9	6.9	2.1	9.9	30.3*	2.7
CFTR F508del cor	0.2	-1.6	2.2	-3.8	4.5	-0.1	-0.8	-1.2	-0.1	1.0
SIRT5 block	0.8	/	7.4	2.2	-0.3	-1.3	-2.7	-10.1	-0.1	2.8

41. COc1ccc(NC(=O)N[C@@H]2CC[C@@H](CCNC(=O)CN3CCOCC3)O[C@H]2CO)cc1
42. CC(NC(=O)CN(Cc1ccccc1)S(=O)(=O)c1ccccc1)c1cccnc1 (stereo not given)
43. O=c1[nH]c2c(=O)[nH]cnc2nc1-c1ccccc1
44. FC(F)(F)c1cnc(C(c2ccccn2)c2ncn[nH]2)c(Cl)c1 (stereo not given)
45. O=C(NCc1ccccc1)C(c1ccco1)N(C(=O)c1csnn1)c1ccccc1F (stereo not given)
46. COc1ccc([C@@]23Oc4cc(OC)cc(OC)c4[C@]2(O)[C@H](O)[C@H](C(=O)N(C)C)[C@H]3c2ccccc2)cc1
47. Clc1ccccc1OCCN1CCCCC1
48. CCCNC(=O)Cn1c(=O)oc2cc(S(=O)(=O)N3CCCC3)ccc21
49. COc1ccccc1NC(=O)N1CC(=O)N2[C@H](C1)[C@@H](c1ccc(C#Cc3ccc(F)cc3)cc1)[C@@H]2CO
50. CO[C@@H]1CN(C)C(=O)c2ccc(NC(=O)Cc3ccccc3)cc2OC[C@H](C)N(C)C[C@H]1C
51. O=C(Cc1c(F)cccc1Cl)Nc1ccccc1-c1ccccc1
52. COc1ccccc1NC(=O)CSc1nnc(NC(=O)c2ccco2)s1

screen / no.	41	42	43	44	45	46	47	48	49	50	51	52
ERAP1 inh	2.1	-3.4	-57.7	3.0	0.1	-1.1	2.2	0.2	-0.9	-3.1	-0.3	-5.4
ERp5 inh	12.1	4.2	3.2	9.6	3.9	-5.7	-3.9	1.4	-2.8	5.1	-1.1	-3.9
miR-122 sensor	/	3.5	/	/	-1.9	/	-4.7	-1.2	/	/	2.3	-1.4
Casp6 inh	-0.1	3.9	0.2	5.3	0.3	-0.8	-2.2	-3.7	0.4	-11.1	0.0	-3.9
DENV2 CPE	-2.5	1.7	-1.1	2.2	-2.5	-3.9	0.3	-6.9	68.6*	-3.9	5.2	12.7
CFTR F508del cor	0.1	-1.6	2.2	-1.5	-1.3	-8.6	0.9	-1.7	0.8	-2.4	-0.5	-1.6
SIRT5 block	-4.3	5.8	-12.3	1.5	2.0	/	-3.7	/	4.1	-2.5	-2.4	-3.8

Ordered by heavy-atom count (ascending): part of the list above
47. Clc1ccccc1OCCN1CCCCC1
51. O=C(Cc1c(F)cccc1Cl)Nc1ccccc1-c1ccccc1
48. CCCNC(=O)Cn1c(=O)oc2cc(S(=O)(=O)N3CCCC3)ccc21
52. COc1ccccc1NC(=O)CSc1nnc(NC(=O)c2ccco2)s1
42. CC(NC(=O)CN(Cc1ccccc1)S(=O)(=O)c1ccccc1)c1cccnc1 (stereo not given)
45. O=C(NCc1ccccc1)C(c1ccco1)N(C(=O)c1csnn1)c1ccccc1F (stereo not given)
41. COc1ccc(NC(=O)N[C@@H]2CC[C@@H](CCNC(=O)CN3CCOCC3)O[C@H]2CO)cc1
50. CO[C@@H]1CN(C)C(=O)c2ccc(NC(=O)Cc3ccccc3)cc2OC[C@H](C)N(C)C[C@H]1C
49. COc1ccccc1NC(=O)N1CC(=O)N2[C@H](C1)[C@@H](c1ccc(C#Cc3ccc(F)cc3)cc1)[C@@H]2CO

screen / no.	47	51	48	52	42	45	41	50	49
ERAP1 inh	2.2	-0.3	0.2	-5.4	-3.4	0.1	2.1	-3.1	-0.9
ERp5 inh	-3.9	-1.1	1.4	-3.9	4.2	3.9	12.1	5.1	-2.8
miR-122 sensor	-4.7	2.3	-1.2	-1.4	3.5	-1.9	/	/	/
Casp6 inh	-2.2	0.0	-3.7	-3.9	3.9	0.3	-0.1	-11.1	0.4
DENV2 CPE	0.3	5.2	-6.9	12.7	1.7	-2.5	-2.5	-3.9	68.6*
CFTR F508del cor	0.9	-0.5	-1.7	-1.6	-1.6	-1.3	0.1	-2.4	0.8
SIRT5 block	-3.7	-2.4	/	-3.8	5.8	2.0	-4.3	-2.5	4.1
